TWEAK Fn14 block: inhibitors of TWEAK-Fn14 interaction signaling; TWEAK-stimulated Fn14 reporter cells, luciferase luminescence, 8 h; inhibition, % at 10 µM; 2% of 360,000 active; AID 1159606; in the data active = inhibition above about 50%
Shn3 3UTR inh: reduces Shn3 3'UTR luciferase signal in osteoblasts; Clone20 osteoblast Shn3 3'UTR firefly luciferase, 24 h; inhibition, % at 12.5 µM; 0.52% of 360,000 active; AID 588674;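 active = mean inhibition of at least 75% with every replicate also reaching 75%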;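 note: 0% = median of neutral control wells and 100% = pilot-screen positive control compound; some compounds past the cut are filed as inactive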
NR2E3 ag-1: NR2E3 (human) agonism. 0.12% of 320,000 active. inhibition of corepressor binding, % at 4.78 µM. AID 2300. Q9Y5X4. GST-NR2E3/biotin-RetCOR TR-FRET, 1536-well;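 active = percent inhibition above the cutoff of mean plus 3 SD of all tested compounds, set per screening campaign, cut at about 20% in these data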;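 note: 0% = DMSO wells and 100% = biotin wells as full block of FRET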
Target sequence (Q9Y5X4 whole entry, looked up): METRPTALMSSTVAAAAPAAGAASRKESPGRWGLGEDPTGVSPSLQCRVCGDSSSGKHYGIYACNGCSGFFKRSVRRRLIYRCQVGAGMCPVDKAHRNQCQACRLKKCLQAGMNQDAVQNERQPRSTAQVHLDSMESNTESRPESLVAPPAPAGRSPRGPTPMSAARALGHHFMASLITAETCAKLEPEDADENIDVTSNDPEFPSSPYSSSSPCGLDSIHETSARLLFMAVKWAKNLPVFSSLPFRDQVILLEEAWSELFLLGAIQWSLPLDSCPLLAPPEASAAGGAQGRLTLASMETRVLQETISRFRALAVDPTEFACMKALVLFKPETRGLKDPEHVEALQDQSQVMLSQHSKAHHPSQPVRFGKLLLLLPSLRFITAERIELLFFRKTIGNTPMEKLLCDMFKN
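System: GST-tagged NR2E3 plus biotinylated RetCOR corepressor; Amount: 1.35 nM GST-tagged NR2E3 final; Dosing: single nominal compound dose of 4.8 µM; Schedule: 5 h incubation at 4 °C; Technique: TR-FRET with europium anti-GST and streptavidin-D2, 340 nm excitation; Controls: biotin wells as high control, 0.6% DMSO wells as low control.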
HIF-2a block: inhibitors of HIF-2a; inhibition, % at 18.8 µM; 786-0 RCC cells HIF-2a reporter, luciferase luminescence, overnight; AID 624352; 0.72% of 360,000 active;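 active = inhibition of the luminescence signal of 40% or more relative to plate controls, in a single-dose primary screen at 18.75 µM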
TRAIL sens C8: sensitizes caspase-8 expressing cells to TRAIL; 1% of 360,000 active; inhibition (viability loss, TRAIL sensitization), % at 10 µM; NB7+C8 cells + TRAIL, ATPlite viability luminescence;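 active = compounds causing at least 50% loss of cell viability in the single-dose screen, relative to plate controls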
TROY NFkB inh: TROY signaling inhibition; Q293 LMP1-TROYcd NF-kB luciferase reporter, 4 h; inhibition, % at 10 µM; 0.98% of 360,000 active;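 active = compounds whose plate-normalised and pattern-corrected inhibition of the luciferase reporter signal at the single screening dose is 50% or more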
CF NFkB inh: blocks PAF-induced NF-kB reporter in cystic fibrosis cells; 0.86% of 360,000 active; AID 588850; inhibition, % at 5 µM; KKLEB NF-kB-GFP reporter, GFP fluorescence overnight;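 active = at least 50% inhibition at 5 µM, scaled per plate between neutral and stimulator controls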;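 note: PAF is a Pseudomonas aeruginosa culture filtrate used as stimulus; plate controls were PAF-stimulated DMSO wells for no effect and unstimulated DMSO wells for full effect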
NR2E3 ag-2: human photoreceptor-specific nuclear receptor agonism. Q9Y5X4. 0.35% of 360,000 active. inhibition of corepressor binding, % at 3.98 µM. AID 602229. CHO-S Gal4-NCOR/VP16-NR2E3 two-hybrid, luciferase;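 active = inhibition above the mean of all tested compounds plus 3 SD, cut at about 70% in these data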;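 note: 0% = DMSO with NR2E3 transfected cells and 100% = cells lacking NR2E3 construct; higher means lower luciferase signal from less NR2E3 corepressor binding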
KKLEB cytotox: CF airway cell cytotoxicity counter-screen. activity change (cytotoxicity), % at 5 µM. AID 602141. KKLEB CF airway cells viability, ATPlite luminescence, overnight; active compounds read low; cells stimulated with P. aeruginosa culture filtrate. 0.36% of 360,000 active;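 active = corrected activity change at or below -50% at 5 µM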
Peg3 prom inh: Peg3 promoter activity inhibition; HeLa PEG-Prom luciferase reporter, luminescence, overnight; inhibition, % at 20 µM; 1.7% of 360,000 active; AID 588405;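 active = inhibition of at least 50% at 20 µM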
MITF TRPM1 inh: reduces MITF-dependent TRPM1 promoter luciferase signal. SK-MEL-5 TRPM1 promoter luciferase, 24 h. inhibition, % at 12.5 µM. 0.83% of 330,000 active. AID 488899;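 active = mean inhibition across replicates of 60% or more, whatever share of single replicates reaches that level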; note: values of inactives mirror those of a sister screen read the other way
Active calls of the source: *; · = not tested or not shown. An excerpt, so the mix of outcomes need not match the whole.

SMILES	TWEAK Fn14 block	Shn3 3UTR inh	NR2E3 ag-1	HIF-2a block	TRAIL sens C8	TROY NFkB inh	CF NFkB inh	NR2E3 ag-2	KKLEB cytotox	Peg3 prom inh	MITF TRPM1 inh
CC(C)(C)OC(=O)NCCCCCNC(=O)c1nc[nH]c1C(=O)NCc1ccccc1	-8	16	-2	16	4	6	13	-8	-14	30	-5
OCC[C@@H]1C[C@@H](O)[C@H](O)[C@]2(Cc3ccccc3CCO2)O1	-2	-6	-1	3	-1	-7	-10	-28	9	4	-1
CCOc1ccccc1N1CCN(Cc2ccc(OC)c(OC)c2OC)CC1	-6	7	2	14	11	5	4	-10	7	14	-7
COc1ccc(NC2SC(=O)N(C)C2=O)cc1 (stereo not drawn)	-24	-6	4	-14	0	-5	-14	-22	-1	-26	-8
O=C(CCSc1ccccc1)Nc1nnc(-c2ccccc2)o1	-33	-15	1	-1	26	-13	-7	17	0	9	1
Cc1cc(-c2ccc(Cl)cc2)n2nc(N)nc2n1	11	-3	0	-9	13	16	-21	10	-2	-26	0
COc1ccc(OC)c2c1nc1n2CCS1	-1	-17	-1	17	-14	0	13	-16	8	12	18
CC(C)(C)n1nnnc1C(c1cccs1)N(Cc1ccccc1)Cc1cccnc1 (stereo not drawn)	17	30	3	27	-7	-3	1	-20	-14	42	4
Cn1c(SCc2ccccc2)nnc1-c1ccc2nonc2c1	-12	2	3	-40	-3	-13	19	-18	-10	-25	-25
COC(=O)c1sccc1NC(=O)C1CC(C)=C(C)CC1C(=O)O (stereo not drawn)	19	15	1	20	-7	6	-1	-36	-1	25	3
COC(=O)c1cc(-c2ccc(Cl)cc2Cl)n[nH]1	-8	-28	2	-220	10	-50	-25	11	-3	-200	-57
CN(Cc1ccccn1)C(=O)C1CCC(=O)N(Cc2cccc(C(F)(F)F)c2)C1 (stereo not drawn)	-8	8	-1	2	-3	-1	-2	6	-4	0	-7
Cc1sc2ncn(CC(=O)OC(C)C(=O)NC(C)(C)C)c(=O)c2c1C (stereo not drawn)	-22	2	3	7	-3	1	-5	-26	0	9	-8
COc1ccccc1NC(=O)N1CCN(c2ncccn2)CC1	-4	-6	0	-8	-16	12	1	-8	-6	-4	-4
Cc1nc(C)c(Cc2ccccc2Cl)c(=O)[nH]1	-36	-10	2	0	3	11	-7	-2	6	16	7
C=CCN(C(=O)c1csnn1)C(C(=O)NCc1ccc(F)cc1)c1ccccc1 (stereo not drawn)	11	-11	5	23	-17	-4	-2	8	-3	6	3
CCCC1C(=O)N(c2ccccc2)C1c1ccccc1 (stereo not drawn)	20	1	0	0	-3	-3	12	-14	-4	10	-12
N/C(=N\OC(=O)c1cnn(-c2ccccc2)c1C(F)(F)F)c1ccc(C(F)(F)F)cc1	-10	20	0	-68	-9	0	-13	8	16	-42	-58
O=C(NCCCN1CCOCC1)c1cccc(S(=O)(=O)N2CCc3ccccc3C2)c1	4	-18	3	22	-9	-4	-4	11	-2	2	-2
CCS(=O)(=O)c1nc(S(=O)(=O)c2ccc(C)cc2)c(NCCCN2CCOCC2)s1	-23	20	-1	-9	7	2	-5	8	6	1	7
O=C(c1ccc(N2CCN(S(=O)(=O)c3ccccc3)CC2)c([N+](=O)[O-])c1)N1CCOCC1	5	24	1	23	8	20	21	-1	-1	6	7
Oc1ccccc1-c1nc(NCc2cccnc2)c2ccccc2n1	18	-22	2	-41	-7	16	12	-12	-3	4	7
CCCCCc1nnc(NC(=O)C2COc3ccccc3O2)s1 (stereo not drawn)	-23	8	-4	-19	1	-40	-20	5	-3	-15	-1
O=C(c1ccc2ccccc2c1)C1CCCN(C(=O)c2cnccn2)C1 (stereo not drawn)	1	20	-6	10	4	-4	7	-43	-1	6	8
CC1=CN2C(=N)/C(=C/c3ccc(Sc4ccc(C)cc4)o3)C(=O)N=C2S1	-18	-50	0	-138	22	-20	6	-7	-8	-66	-11
O=S(=O)(NCCc1ccc(F)cc1)c1ccc(F)cc1Br	6	9	·	-9	2	-22	4	-29	14	-12	-1
O=C(CCN=C1NS(=O)(=O)c2ccccc21)OCc1cccc(Cl)c1	10	2	1	-8	-12	-9	17	33	1	-4	-3
COc1cccc(-c2nc(-c3ccc(NC(=O)Cc4ccccc4OC)cc3)no2)c1	41	14	·	-47	21	-31	-20	-4	1	-7	8
Cn1c(=O)c2c(nc(CN3CCN(C(=O)c4ccco4)CC3)n2Cc2ccc(F)cc2)n(C)c1=O	-3	-3	1	4	-3	14	-1	-11	3	20	-5
CCCc1nn2c(=O)cc(COc3ccc(NC(=O)c4ccco4)cc3)nc2s1	-14	7	-1	14	-8	-3	0	-21	-5	16	9
CCN1CCc2c(sc(NC(=O)c3ccc(S(=O)(=O)N4CCOCC4)cc3)c2C(=O)OC)C1	-62	17	3	17	2	-7	-23	-13	1	76*	2
COc1ccc(-c2csc(NC(=O)CSCc3c(C)noc3C)n2)c(OC)c1	12	19	1	-19	2	29	-7	11	-4	-17	-4
Cc1cc(Cl)ccc1NC(=O)COC(=O)CCNS(=O)(=O)c1ccccc1	2	-5	2	5	1	3	-9	7	-14	3	·
CCN(CC)S(=O)(=O)c1cccc(NC(=O)c2ccccc2Br)c1	1	6	2	15	14	-5	-18	3	4	21	6
CC(C)CN(C(=O)C1CCCO1)c1c(N)n(CC(C)C)c(=O)[nH]c1=O (stereo not drawn)	-12	-16	·	5	-13	-7	-18	4	28	-9	-3
N#Cc1ccccc1CSc1nnc(-c2ccncc2)o1	8	-41	-1	-193	-9	-30	0	-34	3	-159	-52

Printed as active in Peg3 prom inh, of those listed so far:
SMILES	TWEAK Fn14 block	Shn3 3UTR inh	NR2E3 ag-1	HIF-2a block	CF NFkB inh	NR2E3 ag-2	Peg3 prom inh	MITF TRPM1 inh
CCN1CCc2c(sc(NC(=O)c3ccc(S(=O)(=O)N4CCOCC4)cc3)c2C(=O)OC)C1	-62	17	3	17	-23	-13	76*	2

The list goes on:
SMILES	TWEAK Fn14 block	Shn3 3UTR inh	NR2E3 ag-1	HIF-2a block	TRAIL sens C8	TROY NFkB inh	CF NFkB inh	NR2E3 ag-2	KKLEB cytotox	Peg3 prom inh	MITF TRPM1 inh
O=C(NN1C(=O)/C(=C/c2cccs2)SC1=S)c1cccnc1	0	6	-3	-10	2	0	2	-3	-1	2	·
Cc1cccc(C)c1NC(=O)CN(C)c1ccc(C(F)(F)F)cn1	5	-8	2	20	-4	-6	-13	-5	13	11	4
C/C(=N\NC(=O)c1ccc([N+](=O)[O-])cc1)c1cccc([N+](=O)[O-])c1	-11	-9	1	-3	10	-11	-31	1	2	-20	-4
Cc1ccccc1OCc1nc2ccccc2c(=O)n1/N=C/c1c[nH]c2ccccc12	7	-21	3	10	-14	-87	3	-7	0	-60	-13
CCc1c(O)nc(SCC(=O)Nc2ccccc2OC)[nH]c1=O	-7	11	-1	1	-1	-14	-8	-19	15	0	-4
CCOc1cccc(/C=C/c2ccc3ccccc3n2)c1OC(C)=O	60*	-41	1	-90	47	34	-25	-113	-20	-64	-7
CC(C)CCC1(C)NC(=O)N(CC(=O)Nc2ccc3c(c2)OCCO3)C1=O (stereo not drawn)	-2	6	·	4	-10	7	-12	-9	-1	11	-1
COC(=O)Cc1ccc(NC(=O)c2ccc3c(c2)C(=O)N(Cc2cccnc2)C3=O)cc1	4	0	3	1	-9	12	20	-11	7	4	-10
Cc1c(C)c(C)c(C(=O)CCc2cccc(NC(=O)CCC(=O)O)c2)c(C)c1C	-3	12	1	7	-13	-28	-17	-2	-5	4	-8
CCOc1cc2[nH]c(=S)n(Cc3ccc(C(=O)NCCCOC)cc3)c(=O)c2cc1OCC	-8	13	-1	20	0	12	6	-14	-3	11	26
Cn1nnnc1SCC(=O)Nc1ccccc1C(N)=O	7	-13	1	24	0	-8	19	-6	15	11	-1
COc1cccc(NC(=O)COc2ccc(C(=S)N3CCN(C)CC3)cc2OC)c1	16	40	-1	3	2	6	-25	14	18	15	12

15 compounds from above, sorted by formula weight, falling.
SMILES	TWEAK Fn14 block	Shn3 3UTR inh	NR2E3 ag-1	HIF-2a block	TRAIL sens C8	TROY NFkB inh	CF NFkB inh	NR2E3 ag-2	KKLEB cytotox	Peg3 prom inh	MITF TRPM1 inh
COc1cccc(NC(=O)COc2ccc(C(=S)N3CCN(C)CC3)cc2OC)c1	16	40	-1	3	2	6	-25	14	18	15	12
COC(=O)Cc1ccc(NC(=O)c2ccc3c(c2)C(=O)N(Cc2cccnc2)C3=O)cc1	4	0	3	1	-9	12	20	-11	7	4	-10
COc1ccc(-c2csc(NC(=O)CSCc3c(C)noc3C)n2)c(OC)c1	12	19	1	-19	2	29	-7	11	-4	-17	-4
Cc1cc(Cl)ccc1NC(=O)COC(=O)CCNS(=O)(=O)c1ccccc1	2	-5	2	5	1	3	-9	7	-14	3	·
Cc1ccccc1OCc1nc2ccccc2c(=O)n1/N=C/c1c[nH]c2ccccc12	7	-21	3	10	-14	-87	3	-7	0	-60	-13
Cc1c(C)c(C)c(C(=O)CCc2cccc(NC(=O)CCC(=O)O)c2)c(C)c1C	-3	12	1	7	-13	-28	-17	-2	-5	4	-8
CC(C)CCC1(C)NC(=O)N(CC(=O)Nc2ccc3c(c2)OCCO3)C1=O (stereo not drawn)	-2	6	·	4	-10	7	-12	-9	-1	11	-1
CC(C)CN(C(=O)C1CCCO1)c1c(N)n(CC(C)C)c(=O)[nH]c1=O (stereo not drawn)	-12	-16	·	5	-13	-7	-18	4	28	-9	-3
O=C(NN1C(=O)/C(=C/c2cccs2)SC1=S)c1cccnc1	0	6	-3	-10	2	0	2	-3	-1	2	·
Cc1cccc(C)c1NC(=O)CN(C)c1ccc(C(F)(F)F)cn1	5	-8	2	20	-4	-6	-13	-5	13	11	4
CCc1c(O)nc(SCC(=O)Nc2ccccc2OC)[nH]c1=O	-7	11	-1	1	-1	-14	-8	-19	15	0	-4
CCOc1cccc(/C=C/c2ccc3ccccc3n2)c1OC(C)=O	60*	-41	1	-90	47	34	-25	-113	-20	-64	-7
C/C(=N\NC(=O)c1ccc([N+](=O)[O-])cc1)c1cccc([N+](=O)[O-])c1	-11	-9	1	-3	10	-11	-31	1	2	-20	-4
N#Cc1ccccc1CSc1nnc(-c2ccncc2)o1	8	-41	-1	-193	-9	-30	0	-34	3	-159	-52
Cn1nnnc1SCC(=O)Nc1ccccc1C(N)=O	7	-13	1	24	0	-8	19	-6	15	11	-1

Next compounds
SMILES	TWEAK Fn14 block	Shn3 3UTR inh	NR2E3 ag-1	HIF-2a block	TRAIL sens C8	TROY NFkB inh	CF NFkB inh	NR2E3 ag-2	KKLEB cytotox	Peg3 prom inh	MITF TRPM1 inh
COc1ccc(S(=O)(=O)NC(CC(=O)NCc2ccc3c(c2)OCO3)c2ccco2)cc1 (stereo not drawn)	-16	-1	-1	-2	-6	-1	-3	-23	0	10	8
Nc1nc(N)c(N=Nc2ccc(C(=O)O)cc2)c(N)n1	11	11	-5	7	-22	-2	7	-11	-4	2	11
CCCC(=O)O/N=C(\c1ccccc1)c1ccncc1	10	-6	1	12	-6	5	10	-21	-2	17	-10
C=CCC(O)(CC=C)CNC(=O)c1ccc(OC)c(OC2CCN(C(C)=O)CC2)c1	-14	4	·	22	-12	5	-4	21	2	16	3
CCOC(=O)c1ccc(NC(=O)N2CC(C)OC(C)C2)cc1 (stereo not drawn)	-9	-14	-1	-19	-11	0	5	-6	-13	-3	-5
